mHTT CaM bind = mHTT-calmodulin interaction abrogation; AID 1671202; inhibition, % at 15 µM; 190,000 tested, 3.6% active; AlphaScreen His-mHTT/GST-CaM binding, luminescence; P42858;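 further: 0% = both proteins with DMSO and 100% = one protein alone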
Pf apPOL block = Pf-apPOL DNA polymerase inhibition. Recombinant Pf-apPOL, molecular beacon fluorescence, 1.5 h. inhibition, % at 10 µM. 210,000 tested, 0.25% active. AID 1794808
Numbers without * were called inactive; i = inactive; x = no result given; & = joins results of further samples. No stated cut-off is given here; in the data, active means inhibition above about 50%; inactive means the rest.

item	Molecule	Pf apPOL block	mHTT CaM bind
1	CN(C)CC(C)(C)CNc1ccc(N2C(=O)C3C4C=CC(C4)C3C2=O)cc1[N+](=O)[O-] (stereo not given)	-8	12
2	CCC1Oc2ccc(Cl)cc2N(CC(=O)N(C)Cc2ccccc2)C1=O (stereo not given)	-13	11
3	Nc1[nH]c(=S)sc1C(=O)Nc1nccs1	x	1
4	COc1ccc(C(=O)N2CCC(COc3ccc(C(=O)NC(C)C)cc3)CC2)c(C)c1	-2	18
5	COc1ccc(CCNC(=O)c2cnn3c4c(cnc23)CCCCCC4)cc1OC	2	16
6	O=S(=O)(NCC(c1ccsc1)N1CCOCC1)c1ccccc1Cl (stereo not given)	-5	-21
7	O=C(Cn1ncccc1=O)NCCOc1ccc(-c2ccc(F)cc2)nn1	8	-1
8	Cn1cc(CCNS(=O)(=O)c2cccc3cccnc23)c2cccnc21	0	7
9	COCCN(CCOC)Cc1c(O)ccc2c1OC(=Cc1cccc(C)c1)C2=O	-5	28
10	O=[N+]([O-])c1ccccc1OCCOC1OCCOC1OCCOc1ccccc1[N+](=O)[O-] (stereo not given)	-4	x
11	Cn1c(=O)c2c(nc(SCC(=O)NC(c3ccccc3)c3ccccc3)n2C)n(C)c1=O	-6	-3
12	COc1cc(C=O)ccc1OCCOc1ccccc1C(C)C	3	-49
13	CN1CCN(c2ncc3c(=S)[nH]c(=S)[nH]c3n2)CC1	-8	x
14	CC1=C(C(=O)Nc2ccc(C)cn2)C(c2ccccc2C(F)(F)F)C2=C(CCCC2=O)N1 (stereo not given)	2	8
15	COc1cc(NC(=O)c2ccc([N+](=O)[O-])cc2Cl)ccc1NC(=O)c1ccco1	-4	0
16	Cc1ccc(-n2cc3c(c2-c2ccccc2)c(=O)n(C)c(=O)n3C)c(C)c1	83*	16
17	CCOc1ccc(CCNC(=O)C2CC(=O)N(CCc3ccccc3)C2)cc1OCC (stereo not given)	10	0
18	CN(C)c1ccc(CCCNC(=O)Cc2ccc(Cl)cc2)cc1	-287	7
19	Cc1cc(C(=O)Nc2nnc(-c3cccs3)o2)c(C)o1	-8	-2
20	CC(=O)NC(=O)c1cc2cc([N+](=O)[O-])ccc2oc1=Nc1ccccc1C	-2	7
21	CCC(=O)N1CCN(c2ccccc2CC)C(=O)C1C (stereo not given)	0	-9
22	COC(=O)c1ccc(Oc2coc3c(CN4CCCCC4)c(O)ccc3c2=O)cc1	-3	-3
23	CCOC(=O)c1c(NC(=O)c2ccc3ncccc3c2)sc(C)c1C	-6	x
24	CCCCc1ccc(-c2nc(C=Nc3cccc(C)c3)c(O)o2)cc1	-2	8
25	COc1ccc(-c2nnc(SCCC(=O)O)n2C)cc1OC	3	1
26	CCCC(C)C(=O)N(Cc1ccccc1)c1ccccn1 (stereo not given)	-40	-3
27	COc1ccccc1OCC1CN(C(=O)Nc2cccc(Cl)c2)CCO1 (stereo not given)	4	-5
28	O=C(Cc1c(C(=O)O)[nH]c2ccc(Cl)cc12)Nc1ccc(F)cc1Cl	4	6
29	Cc1ccc(OCCCSC#N)cc1C	-4	-46
30	O=C1NC2(CCN(C(=O)c3ccccc3F)CC2)Nc2ccccc21	-3	8
31	Cc1ccc(-c2ccc(=O)n(-c3ccccc3)n2)cc1	0	-8
32	CCN1CCN(c2ccc(Nc3nc(C)nc4cc(Cl)ccc34)cc2)CC1	-2	5
33	O=C(CCSc1ccccc1)Nc1ccccc1F	-9	-12
34	CC[n+]1c(/C=C/c2ccc(OC)c(OC)c2)ccc2ccccc21	-9	-2
35	COc1cc(NC(=S)NC(=O)c2ccccc2)cc(C(F)(F)F)c1	-5	x
36	CN1CCN(C2CC(=O)N(c3ccc(Cl)cc3)C2=O)CC1 (stereo not given)	-2	-8
37	CCC(C)NC(=O)C1(C)CCC(=O)N1Cc1ccc2c(c1)OCO2 (stereo not given)	-5	-5
38	O=C1CN(c2ccc(Cl)cc2)C(=O)CN1N=Cc1cccnc1	-4	x
39	CCn1c(/C=C/c2ccc3c(c2)OCO3)nc2ccc(I)cc2c1=O	-3	15
40	C=CCN(CC=C)C(=O)CN1C(=O)c2ccccc2C1=O	-1	2
41	Cc1ccc(CNC(=O)Nc2ccc3nnc(C)n3c2)cc1	-1	-10
42	COc1cccc(N2C(=O)CCC2(C)C(=O)NCCC(C)C)c1 (stereo not given)	-1	0
43	COCCNC(=O)C1CC(c2ccccc2F)=NO1 (stereo not given)	1	-7
44	O=C(O)CCc1ccc(-c2cccs2)o1	-4	-3&11
45	CCn1c(C(=O)NCC2CC2)cc2scc(Br)c21	-8	2
46	O=C1NC2C=CC=CC2/C1=N\Nc1nc2ccccc2c(=O)n1-c1ccccc1 (stereo not given)	x	i
47	CC(C)CC(=O)Nc1ccc(I)cc1Cl	-16	-3
48	COc1c2c(c(Br)c([N+](=O)[O-])c1[N+](=O)[O-])OCCO2	x	0
49	CC1(C(=O)NC2CCCCCC2)CCC(=O)N1Cc1ccccc1Cl (stereo not given)	0	3
50	COc1ccc(C2=N/C(=C\C(C)=C\c3ccccc3)C(=O)O2)c(Cl)c1	-2	8
51	CC(=O)c1cccc(N2COc3ccc(Cl)cc3C2)c1	-6	22
52	CC1(C)CCC(=O)N2CC[C@H]3C[C@H](OC(=O)Nc4ccccc4)C[C@@H]1[C@H]32	-9	-4
53	Cc1cc(C)c(NC(=O)C(C)Sc2ncc(-c3ccccc3)[nH]2)c(C)c1 (stereo not given)	4	-8
54	CCOc1ccccc1NC(=O)CCCOc1ccc(C)cc1	-8	-16
55	COC(=O)[C@@H]1[C@H]2SC(C)(C)[C@H](C(=O)OC)N2C(=O)N1C	-4	-5
56	COc1ccc(C2=NC3(CCN(Cc4cccc(Cl)c4)CC3)NC2=O)cc1	4	22
57	COc1nn(C)cc1C(=O)Nc1ccc(C(=O)NCCC2=CCCCC2)cc1	-4	-14
58	COc1ccc(Cl)cc1NC(=O)COCC(=O)O	-5	x
59	O=S(=O)(c1ccc(Br)cc1)N1CCSC1c1ccccc1Cl (stereo not given)	-2	-18
60	Cc1noc(C2CN(C(=O)NCc3cccc4ccccc34)C2)n1	-9	-25

(next part)
item	Molecule	Pf apPOL block	mHTT CaM bind
61	COc1cc2c(cc1OC)C(c1ccc([N+](=O)[O-])cc1)NCC2 (stereo not given)	-8	2
62	Cc1ccc2c(c1)NC(=O)C(C(=O)N1CCN(c3ccccc3F)CC1)O2 (stereo not given)	-1	-13
63	Cc1ccc(OCCCC(=O)Nc2ccccc2F)cc1	-3	-15
64	Cc1cc(C)nc(SC/C=C/CSc2nc(C)cc(C)n2)n1	-4&-7	-2&-2
65	O=C(N1C2CCC1COC2)C12CC3CC(CC(C3)C1)C2	-2	0
66	COCCN1CCC(CNC(=O)Nc2ccccc2)CC1	34	-14
67	Cc1onc(-c2ccccc2)c1NC(=O)Nc1ccc(-n2ccc(C(F)(F)F)n2)cc1	-2	x
68	O=C(O)CN=C(NS(=O)(=O)c1ccccc1)c1ccc(F)cc1	-9	1
69	O=C(NC1CCCCC1)C1CC(c2ccc(F)cc2)=NO1 (stereo not given)	-3	-6
70	CN(C)CCNC(=O)c1cn2cc(-c3ccccc3F)ccc2n1	4	3
71	COc1ccc(C2Nc3ccc4ncccc4c3C3=C2C(=O)CC(C)(C)C3)c(OC)c1 (stereo not given)	-4	34
72	O=C(c1ccc(F)cc1F)N1CCN(c2nc(CN3CCCCCC3)cs2)CC1	-2	41
73	CC1C(=O)N(c2ccc(Cl)cc2Cl)CCN1C(=O)CCc1ccccc1 (stereo not given)	-3	-2
74	Cc1ccc(-n2nc3c(c2NC(=O)c2c(F)cccc2F)CSC3)c(C)c1	-81	28
75	Cc1ccc(S(=O)(=O)Oc2c(-c3ccccc3)c(=O)n(C)c3ccccc23)cc1	1	x
76	N#Cc1ccccc1Nc1sc(C(=O)c2ccccc2)c(N)c1C(N)=O	0	10
77	COc1cccc(C2Oc3c(OC)cccc3C3CC(c4ccc(C)o4)=NN32)c1 (stereo not given)	-16	57*
78	CC1(C)N=C(c2ccc(F)cc2)C(=O)N1CC(=O)Nc1ccc(Cl)cc1	-8	-6
79	COCC(C)NC(=O)c1cc(-c2cccc(Cl)c2)on1 (stereo not given)	-5	-9
80	Cc1ccccc1CC(=O)Nc1cccn2nc(C(C)C)nc12	-4	-6
81	CCCCOC(=O)Nc1ccc(C(N)=O)cc1	6	1
82	COc1ccc(C2CC(c3ccco3)=Nc3ccccc3S2)cc1OC (stereo not given)	-2	46
83	COC(=O)C(C)Oc1cc2oc(=O)c3c(c2cc1Cl)CCC3 (stereo not given)	-6	-4
84	COc1ccc(Cl)cc1NC(=O)CSc1ccccc1	0	-34

Fetched one by one from the list above (3):
item	Molecule	Pf apPOL block	mHTT CaM bind
75	Cc1ccc(S(=O)(=O)Oc2c(-c3ccccc3)c(=O)n(C)c3ccccc23)cc1	1	x
77	COc1cccc(C2Oc3c(OC)cccc3C3CC(c4ccc(C)o4)=NN32)c1 (stereo not given)	-16	57*
74	Cc1ccc(-n2nc3c(c2NC(=O)c2c(F)cccc2F)CSC3)c(C)c1	-81	28

Following part.
item	Molecule	Pf apPOL block	mHTT CaM bind
85	c1nc(NCCN2CCOCC2)c2sc3nc(N4CCOCC4)c4c(c3c2n1)CCCC4	0	55*
86	Cc1cc[n+](C2C(c3ccc([N+](=O)[O-])cc3)C(C#N)=C(S)NC2(O)C2CC2)cc1 (stereo not given)	-2	58*
87	CC(C)C(=O)N(C)CC(=O)N1N=C(c2ccc(F)cc2)CC1c1ccc(F)cc1 (stereo not given)	-6	30
88	CCN1C=C(C(=O)OCc2ccc(Cl)cc2)C(C)=NS1(=O)=O	-1	-21
89	CCN1CCCC1CN1C(=O)CCc2c(C)nc(-c3ccncc3)nc21 (stereo not given)	0	7
90	Fc1cccc(/C=N/N2CCN(C3c4ccccc4-c4ccccc43)CC2)c1	x	i
91	O=C(CN1C(=O)C2C3c4ccccc4C(c4ccccc43)C2C1=O)N1CCOCC1 (stereo not given)	3	-1
92	COc1ccc(OC)c(-c2cc3ccc(OCC(C)=O)cc3oc2=O)c1	-10	13
93	Cc1ccccc1N=CC=C1OC(C)(C)C(C)(C)O1	-2	47
94	O=C(NCCCN1CCOCC1)c1cccc([N+](=O)[O-])c1	-1	-4
95	O=C(Nc1ccc(Br)cc1F)c1cncc(Br)c1	-6	-4
96	C#CCN1C(=O)S/C(=C\c2cn(CC(=O)N3CCOCC3)c3ccccc23)C1=O	-3	75*
97	COc1ccc(CN2CCN(Cc3ccc(OC)c(OC)c3OC)CC2)cc1OC	6	-3
98	COc1ccc(CCNC(=O)c2cc(S(=O)(=O)N3CCCC(C)C3)ccc2F)cc1OC (stereo not given)	-5	-3
99	COc1ccc(Cl)cc1C(=O)Nc1cc(C)nn1CCO	2	-8
100	O=C(NCCc1csc(C2CCN(C(=O)c3ccccc3Cl)CC2)n1)C1CC1	-1	2
101	COc1ccc(C2Nc3ccccc3C(=O)N2Cc2ccccc2)cc1COc1ccccn1 (stereo not given)	3	21
102	O=C(CSc1nc2ccccc2o1)Nc1ccccc1Cl	1	-10
103	Cc1c(F)cccc1NC(=O)c1ccc2c(c1)Sc1ncccc1C(=O)N2C	-7	26
104	Cc1ccc(CN2CCC(CNC(=O)C3CCN(c4nccc(C)n4)CC3)CC2)cc1	-6	-2
105	CSc1ccc(Cl)c(C(=O)NCCc2ccc(S(=O)(=O)N3CCCCC3)cc2)c1	-2	-2
106	O=C1NCCCn2cc(S(=O)(=O)Nc3ccc(F)c(Cl)c3)cc21	-4	0
107	CNC(=O)N1CCC(c2nc3ccncc3n2CCOC)C1 (stereo not given)	-6	-4
108	CC1(C)Cc2c(C#N)c(OCC(=O)c3ccccc3)nc(-c3ccco3)c2CO1	0	6
109	CCCOc1ccc(S(=O)(=O)N2CCN(c3ccc(F)cc3)CC2)cc1	-5	-10
110	COc1cc(C2=NOC(C(=O)Nc3ccccc3C(F)(F)F)C2)cc(OC)c1OC (stereo not given)	-1	6
111	O=C(C1CC(=O)N(c2ccc(F)c(Cl)c2)C1)N1CCN(c2ccccc2F)CC1 (stereo not given)	-4	-9
112	CC1CC(C)CN(C(=O)CC(C(=O)N2CCc3ccccc32)n2ccnc2)C1 (stereo not given)	-10	7
113	CC(C)(c1ccccc1)c1ccc(OCC(=O)Nc2ncn[nH]2)cc1	4	16
114	Cc1ccc(SCC(=O)N2CCN(c3ccccc3)CC2)cc1	7&-2	-4&6
115	COCc1[nH]nc2c1C(c1cccc(Br)c1)C(C#N)=C(N)O2 (stereo not given)	5	2
116	Cc1cccc(C)c1NC(=O)C(NC(=O)c1cnccn1)c1ccccc1 (stereo not given)	-5	8
117	O=C(Nc1ccccc1N1CCOCC1)c1nc2ccccc2s1	-2	x
118	Cc1cccc(NC(=O)c2ccc(-c3cnc(N4CCCCC4)nc3)cc2)c1	2	-8
119	CCCNC(=O)C1CCCN(c2nc3c(s2)c(C)nn3-c2ccc(F)cc2)C1 (stereo not given)	-2	-7
120	O=C(Cc1nnc(-c2ccccn2)o1)NC1CCCCC1	-3	-1
121	Cc1cc(S(=O)(=O)N2CCN(c3nc4ccncc4n(C)c3=O)CC2)ccc1F	-2	-2
122	CC1C(=O)N(c2ccccc2Cl)CCN1C(=O)C1CCC1 (stereo not given)	-5	-12
123	CN(Cc1ccccc1F)c1cc2c(c3c1ccn3C)C1CCC2C1 (stereo not given)	0	56*

Single records (already shown):
Cc1ccc(OCCCSC#N)cc1C is listed with Pf apPOL block: -4; mHTT CaM bind: -46
COc1ccccc1OCC1CN(C(=O)Nc2cccc(Cl)c2)CCO1 (stereo not given) is listed with Pf apPOL block: 4; mHTT CaM bind: -5

A draw from above in order of count of non-hydrogen atoms, ascending.
item	Molecule	Pf apPOL block	mHTT CaM bind
36	CN1CCN(C2CC(=O)N(c3ccc(Cl)cc3)C2=O)CC1 (stereo not given)	-2	-8
115	COCc1[nH]nc2c1C(c1cccc(Br)c1)C(C#N)=C(N)O2 (stereo not given)	5	2
112	CC1CC(C)CN(C(=O)CC(C(=O)N2CCc3ccccc32)n2ccnc2)C1 (stereo not given)	-10	7
